# Screens as filed in PubChem.
# RORg inh – blocks mouse ROR gamma transcriptional activity; Potency, µM (series often up to 53.6 µM), for the others: top-dose activity change, negative = inhibition, hits mostly inhibitors; P51450; Drosophila S2 Gal4-RORgamma UAS-luciferase reporter, 20 h; hit rate 5.4% among 310,000; note: potency is the fitted concentration of half-maximal effect; % is set by controls: 0 for no effect and ±100 for the full control effect; nearly all actives have a fitted effect of over 60% in size
#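 Stably transfected Drosophila Schneider cells are the test system, with ROR gamma fused to Gal4 and luciferase under UAS control; luminescence is read after 20 hr of 700 uM copper sulfate induction at ambient temperature.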
# TRPV1 ag – agonists of human vanilloid receptor 1 (TRPV1) | Q8NER1 | TRPV1-expressing cells, Fluo-8 calcium influx, agonist mode | activation, % at 8.33 µM | hit rate 0.19% among 320,000 | AID 540275; in the data active = activation above about 80%; inconclusive = between about 30% and that limit; note: 0% is about no effect
#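 Cells expressing TRPV1 were dye-loaded with Fluo-8 and read kinetically: 10 s baseline, 3 min after compound (agonist portion), then 2 min after EC20 capsaicin (allosteric enhancer portion). Calcium-bound dye fluorescence at 480/520 nm.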
# FLuc counter – firefly luciferase modulation, counter-screen for miR-21 project | Potency, µM (doses to about 57.5 µM), for inactives: top-dose activity change, negative = inhibition, hits mostly inhibitors | hit rate 6.9% among 360,000 | purified FLuc, Km substrates, luminescence inhibition | AID 588342;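 note: potency is the fitted concentration of half-maximal effect; plate controls were vehicle for no effect and reference inhibitor for full effect; nearly all actives have a fitted effect of over 55% in size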
# Target sequence (P08659 whole entry, looked up): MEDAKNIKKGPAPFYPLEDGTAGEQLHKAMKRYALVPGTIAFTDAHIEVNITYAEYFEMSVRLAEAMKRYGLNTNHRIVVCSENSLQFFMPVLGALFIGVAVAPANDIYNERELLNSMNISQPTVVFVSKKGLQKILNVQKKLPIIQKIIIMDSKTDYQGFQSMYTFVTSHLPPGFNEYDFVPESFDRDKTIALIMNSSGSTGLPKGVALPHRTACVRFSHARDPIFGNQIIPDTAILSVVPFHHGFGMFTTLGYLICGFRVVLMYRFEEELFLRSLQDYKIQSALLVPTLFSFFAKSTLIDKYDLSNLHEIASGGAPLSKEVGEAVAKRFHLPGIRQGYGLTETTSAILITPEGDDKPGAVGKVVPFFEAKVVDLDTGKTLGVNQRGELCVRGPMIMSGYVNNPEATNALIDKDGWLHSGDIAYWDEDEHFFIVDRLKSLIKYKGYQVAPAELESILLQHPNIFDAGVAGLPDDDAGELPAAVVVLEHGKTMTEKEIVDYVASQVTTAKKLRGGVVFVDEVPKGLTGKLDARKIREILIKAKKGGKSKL
#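 Purified P. pyralis luciferase (10nM final) with 10uM D-luciferin and 10uM ATP (Km levels) in 50mM Tris acetate pH 7.5, 10mM Mg acetate, 0.01% Tween-20, 0.05% BSA; qHTS 6-point titration, ~60 µM downward; luminescence read.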
# NPC1 promoter act – activators of NPC1 promoter. Huh7 NPC1 promoter luciferase reporter, 24 h. AID 485313. Potency, µM (series often up to 9.22 µM), for inactives: at the top dose activation, actives largely listed as activators. hit rate 2.4% among 320,000;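 note: potency is the fitted concentration of half-maximal effect; % of control where 0% means no effect; nearly all actives have a fitted effect of over 60% in size; reporter is driven by a mutant NPC1 promoter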
#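 Stably transfected Huh7 (NPC1 promoter→luciferase), 1500 cells/well in Opti-MEM + 10% FBS, 2 h settle, then compound 24 h at 37 °C. Luminescence after 10 min with Amplite reagent.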
# Tb PFK inh – T. brucei PFK enzyme inhibition | T. brucei PFK, ADP-Glo luminescence | Potency, µM (series often up to 57.5 µM), for the others: at the highest dose activity, negative = inhibition, usual class: inhibitors | hit rate 0.17% among 330,000;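 note: potency is the fitted concentration of half-maximal effect; 0% = uninhibited 1x PFK enzyme wells and -100% = no-enzyme wells; nearly all actives have a fitted effect of over 60% in size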
# Target sequence (O15648 whole entry, looked up): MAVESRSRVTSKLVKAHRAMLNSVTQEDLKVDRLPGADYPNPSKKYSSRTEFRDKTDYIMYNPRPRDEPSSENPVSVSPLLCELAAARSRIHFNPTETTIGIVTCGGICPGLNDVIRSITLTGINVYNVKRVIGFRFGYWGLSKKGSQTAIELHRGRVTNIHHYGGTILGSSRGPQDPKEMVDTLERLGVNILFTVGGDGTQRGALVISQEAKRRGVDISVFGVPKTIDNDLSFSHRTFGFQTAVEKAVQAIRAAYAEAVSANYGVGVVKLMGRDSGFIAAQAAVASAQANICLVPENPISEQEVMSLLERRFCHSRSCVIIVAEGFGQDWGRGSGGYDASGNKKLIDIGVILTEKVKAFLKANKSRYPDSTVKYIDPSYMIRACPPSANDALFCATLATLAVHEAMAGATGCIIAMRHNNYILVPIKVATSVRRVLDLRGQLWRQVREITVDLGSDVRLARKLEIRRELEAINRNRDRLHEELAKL
#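 PFK 1.25 nM, F6P 0.5 mM, ATP 0.1 mM, 0.1 M TEA pH 8.0, 5 mM MgCl2, 0.01% Tween20, 0.1% BSA; 45 min RT. ADP-Glo readout. qHTS titration up to 57 uM; curves fitted, compounds curve-classed.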
# Gal4-VP16 FLuc – inhibits Gal4-VP16 luciferase reporter, ROR gamma counter-screen | Drosophila S2 Gal4-VP16 UAS-luciferase, luminescence, 20 h | Potency, µM (series often up to 53.6 µM), for inactives: at the top dose activity, negative = inhibition, actives largely listed as inhibitors | hit rate 3.5% among 310,000;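 note: Gal4-VP16 expression switched on by copper sulfate through the metallothionein promoter; potency is the fitted concentration of half-maximal effect; % is set by controls: 0 for no effect and ±100 for the full control effect; nearly all actives have a fitted effect of over 50% in size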
# BRCA1 expr act – increases BRCA1 expression | hit rate 1.1% among 380,000 | Potency, µM (highest dose often 46.1 µM), without a hit: at the top dose activation, hits mostly activators | AID 624202 | MCF7-BRCA1-FFLuc reporter, luminescence, 48 h; response scale: scaled: vehicle 0%, 10 µM genistein 100%; note: potency is the fitted concentration of half-maximal effect; nearly all actives have a fitted effect of over 80% in size; some results filed as inactive show a strong effect at the top dose
#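 Quantitative HTS in MCF7 cells stably reporting BRCA1 expression via firefly luciferase. Compound treatment lasts 48 h at 37 °C in phenol-red free MEM. Activation is expressed relative to genistein at 10 microM and DMSO.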
# Rab9 prom act – activates the Rab9 promoter; Huh7 Rab9 promoter-luciferase reporter, luminescence, 24 h; Potency, µM (titrated, usually from 9.22 µM), for the others: at the highest dose activation, negative = inhibition, hits mostly activators; hit rate 2.8% among 320,000; note: potency is the fitted concentration of half-maximal effect; % of control where 0% means no effect; nearly all actives have a fitted effect of over 60% in size
#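 Quantitative HTS format; Huh7 Rab9-luciferase reporter cells (1500/well) receive compound 2 h post-plating, incubate 24 h at 37 °C, then get luciferase reagent for 10 min before luminescence reading.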
# p53 reactivator – re-activators of mutant p53; H1299 p53-A138V BP100-luciferase reporter, luminescence, 24 h; Potency, µM (titrated, usually from 92.2 µM), without a hit: top-dose activity change, positive = activation, most hits filed as activators; hit rate 0.063% among 320,000; note: potency is the fitted concentration of half-maximal effect; % of control where 0% means no effect; nearly all actives have a fitted effect of over 45% in size
#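 H1299 (p53-null), stable ts p53-A138V + BP100-Luc; 1000 cells/well, Opti-MEM/10% FBS; cpd 4 pt, 1:5; 24 h, 37 deg C, 5% CO2; detection reagent 10 min RT; luminescence.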
# ELG1 repair inh – blocks ELG1-dependent DNA repair in HEK293T cells; Potency, µM (doses to about 46.1 µM), without a hit: at the highest dose activity change, negative = inhibition, usual class: inhibitors; HEK293T ELG1-luciferase reporter, luminescence, 16 h; DNA damage induced by 5-fluorouridine; hit rate 2.3% among 330,000; AID 504467; note: potency is the fitted concentration of half-maximal effect; % is set by controls: 0 for no effect and ±100 for the full control effect; nearly all actives have a fitted effect of over 55% in size
#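 Overnight (16 hr) co-exposure of 2,000 cells/well to 5-fluorouridine and compound at 37 °C preceded detection. Luciferase was quantified via ONE-Glo luminescence; loss of signal denotes inhibition.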
# ELG1 genotox – genotoxicity induction in ELG1-luciferase HEK293T cells | AID 504466 | hit rate 1.3% among 330,000 | Potency, µM (top dose mostly 46 µM), for inactives: top-dose activity change, positive = activation, most hits filed as activators | HEK293T ELG1-luciferase reporter, luminescence, 16 h; note: potency is the fitted concentration of half-maximal effect; % of control where 0% means no effect; nearly all actives have a fitted effect of over 60% in size
#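 Luminescence read-out: rising ELG1-luciferase signal, reflecting elevated ELG1 protein under genetic stress, flags genotoxic compounds. Cells were treated for 16 hr at 37 °C before ONE-Glo detection.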
# Starred values were filed as active, the others as inactive; i = inactive; ? = inconclusive; nt = no result given; & = joins results of further samples; [ ] = another dose, or the depositor's remark. Unless noted, calls come from the whole dose curve; as a rule, active = well fitted curve in the direction sought with a large enough effect; inconclusive = small, poorly fitted or top-dose-only effect, or another doubt; inactive = no such curve, though single readings can be large; an effect the other way counts as inactive or inconclusive.
# The first 2 entries (preview)
SMILES,RORg inh,TRPV1 ag,FLuc counter,NPC1 promoter act,Tb PFK inh,Gal4-VP16 FLuc,BRCA1 expr act,Rab9 prom act,p53 reactivator,ELG1 repair inh,ELG1 genotox
COCCNC(=O)C(=O)NNS(=O)(=O)c1ccc(Cl)cc1,2%,0,-19%,-1%,-3%,-8%,-17%,-3%,2%,4%,0%
Cc1c[n+](CC(=O)c2ccccc2)cs1,-7%,-2,-1%,-3%,1%,5%,-14%,5%,6%,?,1%

# All compounds of this part, from the start:
SMILES,RORg inh,TRPV1 ag,FLuc counter,NPC1 promoter act,Tb PFK inh,Gal4-VP16 FLuc,BRCA1 expr act,Rab9 prom act,p53 reactivator,ELG1 repair inh,ELG1 genotox
COCCNC(=O)C(=O)NNS(=O)(=O)c1ccc(Cl)cc1,2%,0,-19%,-1%,-3%,-8%,-17%,-3%,2%,4%,0%
Cc1c[n+](CC(=O)c2ccccc2)cs1,-7%,-2,-1%,-3%,1%,5%,-14%,5%,6%,?,1%
O=[N+]([O-])c1cc(-c2nc3nc4ccccc4nc3n2CCc2ccccc2)cc([N+](=O)[O-])c1,15%,-2,-4%,4%,-3%,?,-2%,-4%,8%,8%,11%
CCOC(=O)N1CCN(C(=O)c2c(-c3ccccc3)noc2C)CC1,2%,4,4%,-1%,-10%,21%,27%,-2%,?,14%,3%
COc1ccc(Oc2coc3c(CN(C)C)c(O)ccc3c2=O)cc1,-22%,-7,1%,-1%,-10%,-4%,3%,-35%[inhibitor],-6%,-2%,5%
COc1ccc(CCNC(=O)CS(=O)(=O)Cc2nc(-c3ccccc3Cl)oc2C)cc1OC,-1%,-6,0%,-5%,-2%,4%,-14%,16%,-1%,?,-5%
NC(=O)Cn1nc([N+](=O)[O-])nc1Oc1ccccc1C(=O)N1CCOCC1,-19%,0,0%,-2%,0%,2%,-15%,12%,-2%,12%,-1%
COc1ccccc1NC(=S)N1CCN(c2ccc(F)cc2)CC1,?,-1,-1%,5%,2%,-3%,-17%,-2%,nt,4%,-2%
O=C(CSc1n[nH]c(-c2ccccn2)n1)Nc1ccccc1,?,-1,2%,-1%,-7%,?,-17%,1%,-6%,?,-4%
CN(CC(=O)Nc1c(Cl)cccc1Cl)C(=O)C1CC(=O)N(Cc2ccccc2)C1 (stereo not given),nt,2,-2%,4%[1.84 µM],4%,nt,10%,6%,11%,13%,-1%
C/C(=C/C#N)Nc1ccc(C)cc1,-8%,2,-2%,-3%,10%,-13%[10 µM],2%,-2%,12%,?,-1%
Cc1cc(C(=O)N(C)CC(=O)Nc2ccc(F)c(F)c2F)no1,2%,-4,2%,0%,1%,3%,8%,-1%,31%,12%,2%
COCCn1c(=S)[nH]c2cc(C(=O)N3CCN(c4ccccc4OC)CC3)ccc2c1=O,14µM*,1,3%,-2%,1%,?,-1%,2%,-3%,-14%,-6%
CCOCCCNC(=O)c1cccc(OC2CCN(S(C)(=O)=O)CC2)c1,9%,3,11µM*,3.5µM*,2%,-5%,?,2.8µM*,19%,?,?
Cc1ccc(C2(C)NC(=O)N(CC(=O)N3CCN(S(=O)(=O)c4cccs4)CC3)C2=O)cc1 (stereo not given),nt,1,-1%,10%,0%,nt,-22%,-4%,6%,2%,-1%
Cc1nn(Cc2ccccc2)c(C)c1NS(=O)(=O)c1ccccc1,23%,-1,1%,-2%,0%,-7%,-12%,14%,0%,-11%,-4%
CC(C)COc1ccc(C(=O)Nc2ccc(SC(F)F)cc2)cc1,?,5,?,?,0%,25%,8.9µM*,?,?,?,10%
COc1ccc(-c2csc(C3=C(O)CN(CCCN4CCCC4=O)C3=N)n2)cc1OC,20%,-9,8.5µM*,-3%,0%,-7%,14%,13%,4%,14%,1%
CCOC(=O)c1c(NC(=O)CCS(=O)(=O)c2ccccc2)sc2c1CC(C)(C)NC2(C)C,-1%,0,5%,0%,-8%,-1%,-31%,-1%,-19%,-7%,-3%
COc1cc(OC)c(C(=O)Oc2ccc3c(c2)OCO3)cc1OC,?,2,-10%,-1%,0%,-5%,9%,12%,2%,0%,-2%
C=CCn1c(-c2ccccc2)nc(=S)c2c1CCCC2,-26%,-1,7%,2%,0%,-5%,-17%,2%,-3%,9%,4%
Cc1nn(Cc2nnc(SCC(=O)Nc3ccc(Cl)cc3)n2C)c(C)c1[N+](=O)[O-],39%,-4,-1%,2%,3%,-18%,-13%,-3%,-2%,6%,-3%
O=C(CC1NCCNC1=O)Nc1cc(Cl)cc(Cl)c1 (stereo not given),-8%,2,1%,2%,6%,-8%,-20%,-1%,2%,6%,3%
COc1ccc(CC(=O)N(C)Cc2ccc(C(C)(C)C)cc2)cc1S(=O)(=O)N1CCOCC1,17%,-1,1%,2%,-21%,5%,-17%,0%,-1%,1%,?
COc1ccc(NC(=O)COc2ccc(/C=N/NC(=O)c3cccnc3)cc2OC)cc1,17%,1,-19%,1%,-3%,-15%,17%,0%,20%,?,-4%
O=C1c2ccccc2C(=O)N1CCCC[C@]12Cc3ccccc3C(O1)c1c(c3ccccc3oc1=O)O2,-3%[10 µM],i,0%[11.5 µM],1%[1.84 µM],4%[11.5 µM],2%[10 µM],nt,-2%[1.84 µM],nt,nt,nt
CCC(=O)c1ccc(OCC(=O)N(C)CC(=O)Nc2cccc(F)c2)cc1,?,0,-9%,-3%,-3%,-1%[10 µM],-3%,-3%,0%,-2%,2%
O=C(CCS(=O)(=O)c1ccccc1)N1CCN(c2ccccc2)CC1,?,6,12µM*,2.8µM*,1%,-5%,3.2µM*,1.6µM*,?,?,?
Cc1ccccc1OCc1nc2ccccc2c(=O)n1/N=C/c1cccc([N+](=O)[O-])c1,-9%,-2,-8%,3%,-2%,-19%,8%,8%,3%,?,10%
CN1C(=S)SC(C)(C)C1NO (stereo not given),0%[10 µM],4,-1%,3%,-2%,1%,4%,14%,-1%,-4%,1%
O=C(Cn1ncc(Cl)c(Cl)c1=O)Nc1ccc2c(c1)OCO2,nt,-2,-1%,-44%[inhibitor],10%,nt,-78%,-43%[inhibitor],6%,6.5µM*,-6%
O=S(=O)(c1ccc(=S)[nH]c1)N1CCOCC1,nt,2,?,1%,-17%,nt,-8%,0%,-3%,9%,1%
CNC(=S)N=Nc1c(O)[nH]c2ccc(C(C)C)cc12,4µM*,-1,1%,-2%,0%,2.8µM*,-47%,0%,-7%,-5%,-4%
CCN(CC)c1ccc(C=Nc2cccc(S(=O)(=O)N3CCOCC3)c2)c(O)c1,nt,nt,nt,nt,-5%,nt,-16%,nt,-4%,7%,1%
Cc1c(Cl)cccc1NC(=O)CCC(=O)NNC(=O)c1ccccc1,-9%,-5,-2%,0%,9%,-3%,-9%,-1%,-1%,-3%,7%
CCN1CCN(CC(=O)Nc2cc(C)on2)CC1,1%,4,3%,-1%,-4%,5%,6%,0%,-1%,-2%,-3%
CCOc1ccccc1NC(=O)CN1c2cccc3cccc(c23)S1(=O)=O,nt,-1,0%,1%,1%,nt,-53%,-4%,-7%,-3%,0%
COc1cc(=O)[nH]c(SCC(=O)Nc2nc3c(s2)CCCC3)n1,29%,-4,0%,0%,3%,-8%,-14%,-3%,-8%,-46%,-2%
COC(=O)CNc1nc(-c2cccnc2)nc2ccccc12,14%,0,-2%,-5%,-16%,-14%,-18%,-6%,-8%,-11%,0%
CNC(=S)NCCCc1ccccc1,16µM*,?,-4%,3%,-5%,?,-4%,4%,16%,8%,0%
CCC(=O)N1CCN(c2ccc(NC(=O)c3cccs3)cc2)CC1,23%,1,-16%,7%,0%,1%,80%,6%,4%,?,14%
CC1C(c2ccccc2)N(C)C(c2ccccc2)CC1(O)c1ccc(F)cc1 (stereo not given),-21%,11,-2%,-5%,-1%,?,-79%[inhibitor],-1%,0%,-4%,-2%
Cc1ccc(CCNC(=O)Cn2ncc3c([nH]c4ccccc43)c2=O)cc1,-7%,?,-1%&3%,0%,-2%,-5%,7%,-1%,-4%,7%,1%
CC1CCC2(CC1)NC(=O)N(NC(=O)c1ccc(OC(C)C)cc1)C2=O (stereo not given),nt,-5,4%,-3%,-2%,nt,-10%,-6%,1%,-3%,-2%
C/C(Cl)=C/Cn1c(SC(C)C)nc2c1c(=O)[nH]c(=O)n2C,4%,17,1%,0%,8%,-1%,-16%,-2%,-6%,-16%,4%
CCCCOc1ccc(C(=O)Nn2cnnc2)cc1,-2%,-9,-16%,-2%,0%,6%,-2%,-1%,1%,?,-1%
COc1ccc(NC(=O)C2CCCC2)cn1,-6%,3,-3%,-1%,0%,-7%,0%,11%,1%,15%,3%
CCOc1ccccc1N1CCN(C(=O)c2ccccc2)CC1,-7%,-7,0%,1%,-15%,5%,-2%,-1%,1%,1%,-11%
